High-throughput results deposited in PubChem by several laboratories.
Mcl1-Noxa inh: disrupts binding of human Mcl-1 to Noxa peptide; inhibition, % at 21.7 µM; AID 1022; actives 1.5% (n = 220,000); Q07820; TR-FRET Mcl-1/Noxa peptide binding, 2 h;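 active = compounds that cut the protein-peptide binding signal by more than 50% relative to plate controls in a single-dose test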;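 also: His-tagged Mcl-1 with rhodamine Noxa BH3 peptide and terbium anti-His antibody; 0% = Mcl-1 plus Noxa peptide wells and 100% = peptide-only wells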
Rac1 act GTP bind: alters GTP binding to activated mutant human Rac1; GST-Rac1 activated beads, fluorescent GTP binding, flow cytometry; actives lie on both sides; 100% means binding = to untreated wells; percent activity (GTP binding), % at 10 µM; P63000; actives 0.11% (n = 190,000);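 active = GTP binding at least 20 percentage points away from the 100% baseline, in either direction, so actives lie on both sides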
Mcl1-Bid inh: Mcl-1/Bid interaction inhibition; Q07820; TR-FRET Mcl-1/Bid-Dy647 peptide binding, 1536-well; inhibition, % at 21.7 µM; actives 0.97% (n = 220,000); AID 1021;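 active = compounds that cut the binding signal by more than half at the single screening dose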;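 also: His-tagged Mcl-1 with europium anti-His antibody binding Bid BH3 peptide; 0% = Mcl-1 plus peptide wells and 100% = peptide-only wells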
RGS8-Gao reg: regulators of human RGS8-Galphao interaction; actives 0.34% (n = 220,000); multiplexed bead flow cytometry, RGS8-Galphao binding; actives lie on both sides; response (percent of control binding), % at 10 µM; P09471; in the data active = response below about 60% or above about 140%; inactive = in between;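 also: Galphao activated as the GDP aluminium fluoride complex binding bead-coupled RGS8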
Target sequence (P09471 whole entry, looked up): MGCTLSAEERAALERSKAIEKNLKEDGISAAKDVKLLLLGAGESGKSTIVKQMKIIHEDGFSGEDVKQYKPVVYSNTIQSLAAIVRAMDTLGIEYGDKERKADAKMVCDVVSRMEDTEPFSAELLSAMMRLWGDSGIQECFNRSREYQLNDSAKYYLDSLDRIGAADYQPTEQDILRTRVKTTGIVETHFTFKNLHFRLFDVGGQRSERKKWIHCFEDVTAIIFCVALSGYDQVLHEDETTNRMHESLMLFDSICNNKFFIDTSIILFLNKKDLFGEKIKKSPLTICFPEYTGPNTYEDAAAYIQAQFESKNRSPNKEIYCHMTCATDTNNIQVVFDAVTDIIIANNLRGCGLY
Rac1 wt modul: modulators of human Rac1 wildtype GTP binding. P63000. GST-Rac1 beads, fluorescent GTP binding, flow cytometry; actives lie on both sides; 0 = cold GTP competed, 100 = untreated. GTP binding activity (% of control), % at 10 µM. actives 0.27% (n = 190,000). AID 757;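 active = GTP binding activity at least 20 points away from the 100% control level, either lower or higher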
Bim-Mcl-1: inhibitors of Bim-Mcl-1 interaction, human | AID 1009 | Q07820 | Bead-based flow cytometry, Bim peptide-Mcl-1 binding | actives 0.1% (n = 190,000) | inhibition, % at 10 µM; in the data active = inhibition above about 40%;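 also: 0% = no compound tracer wells and 100% = peptide blocker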
Cdc42 wt: modulators (inhibitors or activators) of GTP binding to human Cdc42 wildtype. GST-Cdc42 beads, Bodipy-GTP binding, flow cytometry; actives lie on both sides. percent activity (GTP binding), % at 10 µM. P60953. AID 761. actives 0.2% (n = 190,000);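 active = percent activity GTP binding at least 20 points away from the 100% baseline, either down as inhibitor or up as activator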;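 also: median bead fluorescence of bound Bodipy-FL-GTP at 100 nM; 0% = excess unlabeled GTP control and 100% = no compound control; below 100% means less GTP binding so inhibitor and above means activator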
Target sequence (P60953 whole entry, looked up): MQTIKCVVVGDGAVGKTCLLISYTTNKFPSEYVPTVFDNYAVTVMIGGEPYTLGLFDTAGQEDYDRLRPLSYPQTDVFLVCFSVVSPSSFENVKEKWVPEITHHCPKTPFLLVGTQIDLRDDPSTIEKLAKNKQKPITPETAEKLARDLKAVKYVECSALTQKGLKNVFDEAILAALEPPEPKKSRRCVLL
Rab2A wt mod: changes GTP binding to wildtype dog Rab2A, up or down. P61105. GST-Rab2 wt beads, Bodipy-GTP binding, flow cytometry. GTP binding activity, % at 10 µM. actives 0.19% (n = 190,000). AID 760;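 active = GTP binding activity at least 20 points away from 100%, either lowered or raised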;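 also: 0% = beads with excess unlabeled GTP and 100% = no-compound control corrected for plate trend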
HRas wt GTP bind: modulators of GTP binding to human HRas wildtype; P01112; AID 759; GST-Ras wt beads, Bodipy-FL-GTP binding, flow cytometry; actives lie on both sides; actives 0.14% (n = 190,000); GTP binding activity, % at 10 µM;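 active = GTP binding activity at least 20% away from the 100% baseline, either lowered as inhibitor or raised as activator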;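 also: 0% = unlabeled GTP competition control and 100% = no-compound control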
Target sequence (P01112 whole entry, looked up): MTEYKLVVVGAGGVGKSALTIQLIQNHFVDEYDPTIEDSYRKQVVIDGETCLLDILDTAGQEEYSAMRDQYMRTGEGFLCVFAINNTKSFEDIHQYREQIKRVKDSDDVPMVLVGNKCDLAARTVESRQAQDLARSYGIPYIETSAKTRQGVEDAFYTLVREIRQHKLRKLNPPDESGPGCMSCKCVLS
Pf gametocyte: kills late stage P. falciparum gametocytes | P. falciparum stage V gametocytes, ATP luminescence, 24 h | inhibition, % at 10.9 µM | actives 0.065% (n = 150,000) | AID 743093;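 active = inhibition above the mean plus 3 SD of compounds within the control limits, set per campaign, cut at about 38% in these data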;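 also: 0% = DMSO wells and 100% = medium only without gametocytes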
Rab7 wt modul: modulators of GTP binding to dog Rab7 wildtype GTPase | actives 0.055% (n = 190,000) | AID 758 | GST-Rab7 beads, fluorescent GTP binding, flow cytometry; actives lie on both sides; untreated = 100%, excess cold GTP = 0% | GTP binding activity (percent of control), % at 10 µM;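 active = fluorescent GTP binding to Rab7 beads changed by at least 20 points from the 100% baseline, either direction, mostly lower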;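 also: median green fluorescence of bound Bodipy-FL-GTP per Rab7 bead population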
* hit, by the source's call; · = not tested or not shown.

Compound,Mcl1-Noxa inh,Rac1 act GTP bind,Mcl1-Bid inh,RGS8-Gao reg,Rac1 wt modul,Bim-Mcl-1,Cdc42 wt,Rab2A wt mod,HRas wt GTP bind,Pf gametocyte,Rab7 wt modul
CCN1CCN(C(=O)/C(C#N)=C/c2ccc(OC(F)F)cc2)CC1,22,97,22,104,104,2,98,102,99,-5,105
CCOC(=O)c1sc(C)c2c1NC(c1ccc(Cl)cc1)NC2=O (stereo not given),-39,100,-41,99,100,0,102,99,100,-16,102
Cc1csc(NC(=O)CCNS(=O)(=O)c2ccc3c(c2)c(=O)n(C)c(=O)n3C)n1,6,101,-45,100,104,2,101,101,104,6,100
CCCCNC(=S)N/N=C1\CCCCc2ccccc21,12,95,-21,104,98,-2,96,98,100,-11,96
O=C(COc1cccnc1[N+](=O)[O-])NC1CCS(=O)(=O)C1 (stereo not given),4,104,-6,92,103,0,100,100,103,-9,97
CC(=O)N/N=C/c1cc(C)n(-c2ccc(Br)cc2)c1C,12,98,-47,98,107,0,101,98,100,5,103
CCOC(=O)N1CCC(NC(=O)c2cc(C(=O)NCc3cccc(Cl)c3)ccc2CO)CC1,12,98,-22,90,104,-3,100,100,101,·,97
Cc1nc2ccc(-c3nc4cc(N)ccc4o3)cc2[nH]1,48,88,-14,91,85,1,87,85,87,6,94
O=C(O)CSCNC(=O)CC12CC3CC(CC(C3)C1)C2,10,99,-8,106,101,0,101,101,100,19,101
CCN(CC)C(=S)SCC(=O)c1ccc(Br)cc1,-9,100,1,101,109,-3,104,97,99,6,97

5 neighbouring entries out of the list so far, for reference:
Compound,Mcl1-Noxa inh,Rac1 act GTP bind,Mcl1-Bid inh,RGS8-Gao reg,Rac1 wt modul,Bim-Mcl-1,Cdc42 wt,Rab2A wt mod,HRas wt GTP bind,Pf gametocyte,Rab7 wt modul
CCN1CCN(C(=O)/C(C#N)=C/c2ccc(OC(F)F)cc2)CC1,22,97,22,104,104,2,98,102,99,-5,105
CCOC(=O)c1sc(C)c2c1NC(c1ccc(Cl)cc1)NC2=O (stereo not given),-39,100,-41,99,100,0,102,99,100,-16,102
Cc1csc(NC(=O)CCNS(=O)(=O)c2ccc3c(c2)c(=O)n(C)c(=O)n3C)n1,6,101,-45,100,104,2,101,101,104,6,100
CCCCNC(=S)N/N=C1\CCCCc2ccccc21,12,95,-21,104,98,-2,96,98,100,-11,96
O=C(COc1cccnc1[N+](=O)[O-])NC1CCS(=O)(=O)C1 (stereo not given),4,104,-6,92,103,0,100,100,103,-9,97

More compounds.
Compound,Mcl1-Noxa inh,Rac1 act GTP bind,Mcl1-Bid inh,RGS8-Gao reg,Rac1 wt modul,Bim-Mcl-1,Cdc42 wt,Rab2A wt mod,HRas wt GTP bind,Pf gametocyte,Rab7 wt modul
O=C(NC(=S)NC1CCCCCCCCCCC1)c1cccnc1,4,95,-36,110,96,-3,100,100,101,-23,100
Cc1cc2cc(CN(CCN3CCOCC3)C(=O)Nc3ccccc3F)c(=O)[nH]c2cc1C,6,96,-5,103,98,-2,97,95,96,·,99
CC(=O)Nc1ccc(OCC(O)CN2CCN(c3ccc(C)c(Cl)c3)CC2)cc1 (stereo not given),9,96,-80,104,98,-1,100,100,101,·,102
CCOc1ccccc1C(=O)N1CCC(n2nnc3cc(C(F)(F)F)ccc32)CC1,-5,99,-13,102,108,-7,106,100,104,·,101
NC(=S)N/N=C\c1c(OCc2ccccc2Cl)ccc2ccccc12,3,95,-104,99,98,-2,96,97,96,-7,102
O=C(CCS(=O)(=O)c1cccs1)N1CCN(c2ccc(F)cc2)CC1,6,99,-32,102,106,-2,103,103,103,·,102
COc1cccc(-c2nnc(SCC(=O)N3CCCC3=O)n2-c2ccccc2)c1,11,95,6,94,101,1,98,96,98,-18,101
CN1CCN(S(=O)(=O)c2cccc(S(=O)(=O)c3cccc(S(=O)(=O)N4CCN(C)CC4)c3)c2)CC1,-7,98,4,100,102,1,97,100,100,5,101
CN(Cc1ccccc1)C(=O)COC(=O)c1cncc(Br)c1,-5,96,-10,101,103,0,100,96,97,20,100
COc1ccc2c(c1OC)C(=O)N(c1cccc(C)c1)C2,-10,96,7,101,105,-11,101,102,102,-4,101

(continued)
mol	Mcl1-Noxa inh	Rac1 act GTP bind	Mcl1-Bid inh	RGS8-Gao reg	Rac1 wt modul	Bim-Mcl-1	Cdc42 wt	Rab2A wt mod	HRas wt GTP bind	Pf gametocyte	Rab7 wt modul
NNC(=O)c1cc2nc(-c3cccs3)cc(C(F)(F)F)n2n1	9	91	-6	99	94	2	93	89	90	13	94
CCn1c(SCC(=O)Nc2cc(C)on2)nc2c1c(=O)n(C)c(=O)n2C	-13	100	2	100	102	-1	107	104	104	11	104
Cc1cc(/C=N/NC(=O)C(O)(c2ccccc2)c2ccccc2)c(C)n1-c1ccc(C(=O)O)cc1	20	94	-33	100	100	-4	99	94	96	1	97
COc1ccc([N+](=O)[O-])cc1NCc1ccccc1	1	99	-19	96	102	-2	99	100	100	-12	97
CC(C)COC(=O)CNc1n[nH]c(=S)[nH]c1=O	5	101	-29	100	105	0	103	102	101	4	98
CC(C)(C)NC(=O)C1CCN(C(=O)c2ccc(Br)cc2)CC1	-7	99	2	101	100	0	102	102	102	·	101
CCCC(C)C(=O)Nc1ccc(S(=O)(=O)Nc2nccc(C)n2)cc1 (stereo not given)	-3	98	-11	103	97	-3	96	98	98	17	101
O=C(NCc1ccc2c(c1)OCO2)c1cc(-c2ccccc2)on1	2	91	13	104	89	-1	89	88	91	·	96
Cc1ccccc1S(=O)(=O)Nc1nc2ccccc2nc1N1CCc2ccccc2C1	-6	97	-39	100	95	-12	96	96	95	10	98
O=C(NNc1nc2c(F)cccc2s1)C1=COCCO1	1	99	-32	100	102	-25	99	101	102	6	109
COc1cc(/C=N/Nc2ccc(Cl)c(C(=O)O)c2)ccc1OC(=O)c1ccco1	15	92	-26	101	96	2	95	92	93	1	95
O=C(Nc1ccccc1)c1ccc(S(=O)(=O)N2CCCCC2)cc1	11	96	40	102	103	-5	101	99	102	·	104
Cc1ccc(-n2c(=O)c3c4c(sc3n(Cc3cc(=O)n5ccccc5n3)c2=O)CCC4)cc1C	6	100	-15	103	104	-3	97	99	101	1	101
O=C(c1cccc(F)c1)n1nnc2ccccc21	5	97	-12	102	105	-1	100	102	100	·	104
NC(=O)c1ccc([N+](=O)[O-])cc1SCc1ccccc1	35	98	-23	111	101	-4	101	99	100	·	99
CCC(CC)C(=O)c1c[nH]c(C(=O)NCc2ccncc2)c1	13	96	-1	102	101	0	102	98	98	·	98
CCCn1c(=O)c2ccccc2n2c(SCC(=O)NCc3cccs3)nnc12	4	101	-38	104	106	2	103	99	102	-15	103
CCSc1n[nH]c2nc3c(c(=O)n12)C1(CCCC1)Cc1ccccc1-3	23	93	-27	102	95	-2	96	95	97	·	93
O=C(CC1SC(=Nc2ccccc2)N(CCO)C1=O)Nc1ccccc1 (stereo not given)	10	99	-40	97	99	2	102	101	98	10	101
O=C(NCc1cccnc1)c1ccc(-c2cc(Cl)ccc2Cl)o1	0	94	-3	100	95	-1	96	95	93	-8	94
CCOC(=O)N1CCN(Cc2oc(CO)cc(=O)c2O)CC1	-17	97	-100	100	100	1	100	97	98	·	97
Cc1c(C(=O)O)oc2ccc(S(=O)(=O)N(CC(C)C)CC(C)C)cc12	18	93	8	92	94	-6	92	92	94	-27	90
Cc1cc2c(cc1C)-c1nnc(-c3ccc4ccccc4n3)n1C(C)(C)C2	2	97	-15	95	97	-2	97	99	99	·	100
Clc1ccc(-c2onc3c2CCCC3)cc1	16	98	1	97	99	0	100	98	98	9	98
COc1ccc(-c2cc(C#N)nc(Oc3ccc(Cl)cc3)n2)cc1	1	99	-21	100	102	-3	101	101	98	-22	99
CCOc1ccc(NC(=O)CN(C)Cc2cc(=O)n3c(-c4ccccc4)csc3n2)cc1OCC	18	95	-29	101	96	0	96	96	95	-19	95
